Assay outcomes from PubChem BioAssay.
HIV fusion peptide = cell-free HIV fusion peptide-binding blockers – biochemical, uHTS, fluorescence dequenching, primary screen (AID 1986); inhibition, % at 20 µM, or IC50 in µM where a hit was titrated; cell-free peptide binding, fluorescence dequenching, 30 min; higher % means a stronger effect; actives 0.3% (n = 290,000); in the data active = inhibition mostly above about 52%, no sharp cut-off; inactive = mostly below about 76%; also: some results filed as inactive read as strong as hits
Dynein cargo inh = blocks dynein driven cargo transport along microtubules | actives 0.47% (n = 220,000) | AID 1381 | z-score, hits read low | 3617.4 mouse cells, GR-EGFP nuclear translocation imaging; test concentration mostly 20 µM; stimulated with dexamethasone, 1 µM; active compounds read low;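 active = plate z-score of nuclear minus cytoplasmic receptor signal below a set negative limit, without overly bright fluorescence or cell loss, cut at about -3.5 in these data, passing the limit was not always enough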;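 also: z-score of nuclear minus cytoplasmic ring GR-EGFP intensity difference per well; some compounds called inactive have numbers as strong as hits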
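Also added: dexamethasone, 1.0 µM final. Medium: tet-free, stripped-serum medium. Detection: fixed, Hoechst-stained cells imaged at 10x for EGFP. Read-out: nuclear-to-cytoplasmic GR-EGFP distribution per well. Times: induction 48 h, compound 1 h, agonist 30 min.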
Autophagy HCS = autophagy modulation, high-content screen. MEF GFP-LC3 puncta imaging; test concentration mostly 10 µM. calls only at 10 µM (by protocol). actives 0.98% (n = 190,000). AID 463193;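 active = percentage of spot-positive cells more than 3 SD above its plate mean, without a fluorescence outlier flag or 80% toxicity; inconclusive = no clear call, values can overlap the other calls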;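 also: spot-positive cell cutoff set from DMSO-treated cells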
b-catenin transl = alters nuclear translocation of beta-catenin in HeLa cells; actives 0.3% (n = 190,000); immunofluorescence imaging; nuclear translocation activity, % at 5 µM;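 active = nuclear translocation activity above 50% at 5 µM, with a well cell count of 50 or more; inconclusive = wells under 50 cells across six images, flagged as toxic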;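 also: per-cell ratio of nuclear to cytoplasmic median beta-catenin stain intensity; plate controls were DMSO negative control for no effect and GSK-3 inhibitor IX positive control for full effect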
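Signal – beta-catenin immunofluorescence imaging with DAPI · Test system – human HeLa cell line · Dosing – 5 µM primary single dose, 0.1% DMSO, 0.02–20 µM confirmation series · Measure – % activation, nuclear-to-cytoplasmic median beta-catenin signal ratio per cell · Incubation – 24 h compound exposure at 37°C, 5% CO2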
Insulin prom up = MIN6 insulin promoter up-regulation; MIN6 insulin promoter-GFP reporter, high-content imaging; active compounds read high; z-score at 5 µM; actives 0.3% (n = 190,000); AID 1625;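 active = z-score above 3 at 5 µM with at least 500 cells counted in the well; inconclusive = wells under 500 cells, flagged as cytotoxic or low count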
Yfh1-depleted yeast = enhancers of respiration in Yfh1-depleted yeast, dose response, Friedreich's ataxia, plus single-dose screen (AID 1465); S. cerevisiae Yfh1-off respiration, WST-1 reduction, 72 h; higher fold induction means a stronger effect; one-dose fold induction at 50 µM; EC50 in µM for titrated hits; actives 0.074% (n = 220,000);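 active = fold induction of absorbance versus untreated yeast above a set limit, then at least 30% activation at any dose in follow-up; inconclusive = repeats straddling the limit, or above it without dose testing; inactive = fold induction below the set limit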;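 also: activators that raise dye reduction in frataxin-depleted yeast; strong numbers were not always called active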
WT yeast gro inh = growth inhibition of WT yeast, mitochondrial fusion screen | mitochondrial fusion phenotypic screen, WT strain | inhibition, % at 10 µM | actives 2.1% (n = 190,000) | AID 1362; in the data active = inhibition above about 58%; tested in S. cerevisiae
MT stabilizer = stabilizes microtubules in HeLa cells. HeLa tubulin immunostaining HCS, 24 h; share of cells brighter than vehicle mean+2SD. % tubulin-high responders, % at 10 µM. actives 0.83% (n = 200,000);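 active = plate Z-score above 3 for both tubulin-high and condensed-nucleus cell shares, with cell loss under 80%, at 10 µM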;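 also: anti alpha tubulin signal scored within the nucleus-defined area of each cell; some results filed as inactive read as strong as hits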
AID2073 = disruptors of CaV2.2 binding to Mint1 – biochemical, HTRF (AID 2073) | HTRF protein-protein interaction, Mint1-CaV2.2; higher % means a stronger effect | actives 0.19% (n = 290,000) | inhibition, % at 20 µM, or IC50 in µM where a hit was titrated; in the data active = inhibition mostly above about 51%, no sharp cut-off; inconclusive = no clear call, values can overlap the other calls; inactive = mostly below about 53%; also: some results filed as inactive read as strong as hits
WT yeast gro inh mutant strain = further read-out of WT yeast gro inh, marked with its call; inhibition, %; mitochondrial fusion phenotypic screen, mutant strain inhibition
Dynein cargo inh cytoplasmic EGFP = further read-out of Dynein cargo inh, marked with its call; z-score; measured here: cytoplasmic GR-EGFP intensity; active compounds read high
Dynein cargo inh nuclear GR-EGFP = further read-out of Dynein cargo inh, marked with its call; z-score; measured here: nuclear GR-EGFP intensity;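 lower value marks the stronger effect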
Dynein cargo inh cell count = also measured in Dynein cargo inh; calls as there; z-score; measured here: cell count per field
Insulin prom up cell count = recorded beside Insulin prom up, whose call it bears; cell count; measured here: cytotoxicity, nuclei count;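 total cells summed across four imaged fields per well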
b-catenin transl cell count 5 µM = second read-out of b-catenin transl, no call of its own (marks repeat the call); cell count; measured here: cell count, cytotoxicity flag
MT stabilizer Hoechst-high % = second read-out of MT stabilizer, no call of its own (marks repeat the call); % Hoechst-high responders; measured here: nuclear condensation Hoechst responders;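 share of cells brighter than vehicle mean plus two SD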
MT stabilizer cytotoxicity % = also measured in MT stabilizer; calls as there; toxicity, %; measured here: cytotoxicity by cell density;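 0% = mean cell density of plate MIN control wells and 100% = no cells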
Autophagy HCS cell loss 18 h = further read-out of Autophagy HCS, marked with its call; toxicity, %; measured here: cell loss, nuclei count;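 cell loss after 18 h compound exposure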
Active calls of the source: *; i = inactive; ? = inconclusive; nt = not tested or not shown.

SMILES	b-catenin transl cell count 5 µM	b-catenin transl	HIV fusion peptide	Dynein cargo inh nuclear GR-EGFP	Insulin prom up	Yfh1-depleted yeast	Insulin prom up cell count	WT yeast gro inh	Dynein cargo inh cell count	MT stabilizer Hoechst-high %	Dynein cargo inh	MT stabilizer cytotoxicity %	Autophagy HCS	WT yeast gro inh mutant strain	Dynein cargo inh cytoplasmic EGFP	AID2073	Autophagy HCS cell loss 18 h	MT stabilizer
c1nc(N2CCOCC2)c2[nH]cnc2n1	nt	nt	nt	0.03	nt	i	nt	nt	1.2	2.3	0.34	5.3	i	nt	-0.28	nt	3	1.9
COc1nc(-c2ccccc2)c2c(c1C#N)CC(C)(C)OC2	nt	nt	2.9%	-0.0082	?	i	nt	-1	-0.074	0.6	-0.41	4.2	i	12	-0.1	0%	24	1.3
Cc1ccc(-c2nn3c(C)nnc3c3ccccc23)cc1S(=O)(=O)NCCN1CCOCC1	1387	-0.8	0.7%	-0.039	-0.17	i	1308	3	0.059	1.7	-0.34	7.4	i	0	-0.29	14%	-5	1.2
CSc1nc2nc(C)c(C/C=C/c3ccccc3)c(=O)n2[nH]1	1089	-1.1	5.8%	-0.38	0.11	i	1601	5	1.1	1.0	-0.9	4.0	i	1	-0.29	-2%	19	1.9
O=C(NCCCN1CCCC1=O)c1ccc2c(=O)n(-c3ccc(F)cc3)c(=S)[nH]c2c1	1058	-2.5	-0.6%	0.026	-0.37	i	1106	-3	0.33	2.3	0.56	3.8	i	-3	-0.22	-19%	8	4.9
CCOc1ccc(NC(C)C(=O)N/N=C/c2cccs2)cc1 (stereo not drawn)	nt	nt	-2.8%	0.64	-0.28	i	1355	0	-0.56	1.9	1	4.3	i	-12	-0.28	-6%	-4	3.6
NC(=O)c1cc2cc([N+](=O)[O-])ccc2oc1=O	1113	-1.4	-1.2%	0.57	-0.02	i	1322	-3	0.33	3.5	-0.068	7.4	i	3	-0.16	1%	-9	2.6
CSc1nc(-c2ccc(C)cc2)[nH]c1S(=O)(=O)c1ccccc1	1324	-4.4	-0.2%	0.24	0.03	i	1470	-18	-0.84	2.1	-0.062	3.2	i	3	-0.063	-18%	-1	3.5
COc1ccc(C)cc1S(=O)(=O)N1CCC(C)CC1	790	0.2	0.4%	-0.2	0.84	i	1333	-6	0.33	0.8	-0.51	4.1	i	10	-0.2	2%	1	1.3
O=C(CCC(=O)N1CCN(S(=O)(=O)c2ccc3ccccc3c2)CC1)Nc1cc(Cl)cc(Cl)c1	818	4.6	0.7%	-0.34	-0.22	i	1484	-8	0.55	3.1	-1.1	7.2	i	11	-0.31	16%	7	2.4
CC[C@H]1OC(=O)[C@H](C)[C@@H](O[C@H]2C[C@@](C)(OC)[C@@H](O)[C@H](C)O2)[C@H](C)[C@@H](O[C@@H]2O[C@H](C)C[C@H](N(C)C)[C@H]2O)[C@](C)(OC)C[C@@H](C)C(=O)[C@H](C)[C@@H](O)[C@]1(C)O	1204	-4.3	-0.7%	nt	-0.4	i	1249	59	nt	nt	nt	nt	nt	59	nt	8%	nt	nt
O=C(CCNc1ccc(Cl)c(C(F)(F)F)c1)c1ccco1	889	0.7	1.3%	0.08	0.27	i	1172	18	-0.56	2.6	0.59	7.1	i	17	-0.24	9%	2	3.3
Cc1cc(C(=O)COc2ccccc2C(N)=O)c(C)n1CC1CCCO1 (stereo not drawn)	1003	-2.2	-2.2%	-0.15	-2.6	i	670	-2	0.35	0.9	-0.26	7.0	i	7	-0.35	1%	22	7.7
CCCCNC1C(CC)C(CCC)C(C#N)(C#N)C1(C#N)C#N (stereo not drawn)	978	-3.4	-1.3%	-1.5*	0.76	i	1773	-2	-0.35*	1.9	-3.6*	5.1	i	19	0.55*	4%	-6	3.3
CCOC(=O)c1c(NC(=O)COC(=O)CNC(=O)c2ccco2)sc(C)c1C	1118	-0.9	-2.1%	0.41	-0.22	i	1467	12	-1.1	1.8	0.85	4.0	i	-4	-0.054	-1%	-15	5.5
Cc1ccc(Oc2ncccc2N)c2c1CCC2	1294	0.4	-1.5%	1.8	0.61	i	1135	nt	-1.6	nt	3.2	nt	nt	nt	-0.22	10%	nt	nt
CN1CCC(C(=O)N2CCCC(C(=O)c3ccc4c5c(cccc35)CC4)C2)CC1 (stereo not drawn)	1089	2.9	0.7%	0.27	0.3	i	1318	3	-0.25	1.3	0.27	2.9	i	3	-0.19	7%	-19	2.5
CCCCn1c(NC(=O)c2ccccc2Cl)c(C#N)c2nc3ccccc3nc21	1368	0.5	27%	1.1	-0.21	i	1411	-6	-0.52	4.3	2.2	2.5	i	-25	-0.2	22%	-10	7.9
Cc1cc(NC(=O)NC2CCCN2S(=O)(=O)c2ccc(Cl)cc2)no1 (stereo not drawn)	1056	-7.4	5.1%	0.19	-0.42	i	1178	0	-0.044	1.6	-0.26	3.4	nt	16	-0.17	-6%	nt	0.9
COc1ccc2c(c1)C(=O)N(c1ccccc1OC)C(=O)C2(C)C	1199	1.0	-0.1%	-0.55	-1.2	i	1064	27	1.1	2.4	-1.1	8.6	i	6	0.02	2%	5	3.1
Cn1cnnc1SCC(=O)Nc1ccc(OC(F)F)cc1	1102	-0.7	-0.6%	-0.072	-0.5	i	1324	-13	0.55	2.7	-0.81	4.1	i	10	-0.28	-1%	0	4.4
COc1ccc(CCn2c(SCCN3CCCCC3)nc3ccccc3c2=O)cc1OC	1029	-3.8	-0.3%	2.3	-0.63	i	1468	23	-1.3	1.1	2.3	2.3	i	10	0.14	-8%	3	1.4
O=C(CSc1n[nH]c(-c2ccc(S(=O)(=O)N3CCCCC3)cc2)n1)Nc1nccs1	1019	8.0	0.1%	-0.27	0.88	i	869	-10	0.56	2.9	-1.1	7.8	i	-12	-0.25	6%	-15	5.5
C=CCSC(=S)NC1CCS(=O)(=O)C1 (stereo not drawn)	514	0.1	0.3%	-1.7	-0.02	i	1053	-14	0.57	2.9	-2.7	1.1	i	-17	0.9	-14%	7	1.8
CC(C)(C)NC(=O)c1cccc(NC(=O)c2ccco2)c1	1268	-0.1	-0.7%	0.34	0.36	i	1109	-7	-0.74	1.6	0.81	6.6	i	-1	-0.23	0%	0	3.1
Cc1cccc(NC(=S)NCC2CCCO2)c1 (stereo not drawn)	1149	-0.9	-1.2%	-0.11	0.03	i	782	1	0.71	2.3	-0.43	6.9	i	-7	-0.43	11%	-8	2.0
O=C(NCC1CCCO1)C1CCC(=O)N1CCc1ccccc1 (stereo not drawn)	1403	-0.5	-2.7%	-0.74	2.3	i	1465	1	0.56	3.3	-0.78	4.6	i	-12	-0.32	-2%	9	3.9
C/C(=N/NC(=O)CNC(=O)Cc1ccccc1)c1ccco1	nt	nt	2.9%	-0.65	0.28	i	1374	-15	0.69	3.9	-0.43	6.5	i	-28	-0.3	21%	-3	3.2
CCCC/C(C)=N/NC(=O)C(=O)NCCc1ccccc1	1389	1.4	1.2%	0.13	0.7	i	1490	16	1.1	1.6	-0.31	7.3	i	5	-0.15	-4%	-16	3.2
C=CCOc1ccc(S(C)(=O)=O)cc1	1404	-0.1	1.9%	0.6	0.53	i	1086	nt	-0.68	nt	0.071	nt	nt	nt	-0.27	-6%	nt	nt
C[C@]12CC[C@@H]3c4ccc(O)cc4CC[C@H]3[C@@H]1C[C@@H](O)[C@@H]2O[C@@H]1O[C@H](C(=O)O)[C@@H](O)[C@H](O)[C@H]1O	627	-1.1	2.3%	-0.27	nt	i	nt	0	0.82	3.0	-0.88	2.7	i	-17	-0.24	-4%	21	4.1
O=C(COC(=O)/C=C/c1ccccc1[N+](=O)[O-])NC1CCS(=O)(=O)C1 (stereo not drawn)	1049	-2.7	0.7%	-1.1	0.07	i	1477	14	0.8	3.5	-1.5	5.2	i	10	-0.18	0%	10	2.1
O=C(N/N=C\c1cccs1)c1sccc1-n1cccc1	1101	-1.2	-2.6%	1.7	1.2	i	1089	7	-1	2.4	3.4	12	i	-25	-0.28	4%	21	3.1
CCC(=O)Nc1ccc(-c2ccc(NC(=O)CC)c(OC)c2)cc1OC	1479	-0.3	0.3%	-0.48	-0.11	i	1466	-13	-0.15	1.2	-0.2	1.3	i	14	-0.15	2%	22	2.8
O=C(c1ccccn1)N(Cc1ccco1)C1(C(=O)NC2CCCCC2)CCCCC1	1099	-7.4	2.1%	1.6	nt	i	nt	0	-1.6	1.8	2	12	i	7	0.11	-3%	-18	2.5
CC(Sc1nnnn1C)C(=O)Nc1ccc2c(c1)OCCO2 (stereo not drawn)	1060	0.2	-0.9%	0.088	0.01	i	1411	-5	-0.18	1.3	0.14	2.3	i	-16	-0.28	-10%	-4	1.7

A second format for some results above.
Second line of a record: b-catenin transl cell count 5 µM | b-catenin transl | HIV fusion peptide | Dynein cargo inh nuclear GR-EGFP | Insulin prom up | Yfh1-depleted yeast | Insulin prom up cell count | WT yeast gro inh | Dynein cargo inh cell count | MT stabilizer Hoechst-high % | Dynein cargo inh | MT stabilizer cytotoxicity % | Autophagy HCS | WT yeast gro inh mutant strain | Dynein cargo inh cytoplasmic EGFP | AID2073 | Autophagy HCS cell loss 18 h | MT stabilizer
- O=C(NCC1CCCO1)C1CCC(=O)N1CCc1ccccc1 (stereo not drawn)
    1403 | -0.5 | -2.7% | -0.74 | 2.3 | i | 1465 | 1 | 0.56 | 3.3 | -0.78 | 4.6 | i | -12 | -0.32 | -2% | 9 | 3.9
- Cc1cccc(NC(=S)NCC2CCCO2)c1 (stereo not drawn)
    1149 | -0.9 | -1.2% | -0.11 | 0.03 | i | 782 | 1 | 0.71 | 2.3 | -0.43 | 6.9 | i | -7 | -0.43 | 11% | -8 | 2.0
